Screening data as filed in PubChem BioAssay.
M5 antag: antagonists of human muscarinic M5 receptor (CHRM5). P08912. CHO-hM5 cells, Fluo-8 calcium fluorescence, ACh EC80. inhibition, % at 3 µM. hit rate 0.59% among 360,000;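 active = inhibition above a per-plate cutoff, the mean of that plate's test compounds plus 3 SD, cut at about 27% in these data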;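 also: 0% = acetylcholine EC80 with DMSO and 100% = DMSO without agonist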
Target sequence (P08912 whole entry, looked up): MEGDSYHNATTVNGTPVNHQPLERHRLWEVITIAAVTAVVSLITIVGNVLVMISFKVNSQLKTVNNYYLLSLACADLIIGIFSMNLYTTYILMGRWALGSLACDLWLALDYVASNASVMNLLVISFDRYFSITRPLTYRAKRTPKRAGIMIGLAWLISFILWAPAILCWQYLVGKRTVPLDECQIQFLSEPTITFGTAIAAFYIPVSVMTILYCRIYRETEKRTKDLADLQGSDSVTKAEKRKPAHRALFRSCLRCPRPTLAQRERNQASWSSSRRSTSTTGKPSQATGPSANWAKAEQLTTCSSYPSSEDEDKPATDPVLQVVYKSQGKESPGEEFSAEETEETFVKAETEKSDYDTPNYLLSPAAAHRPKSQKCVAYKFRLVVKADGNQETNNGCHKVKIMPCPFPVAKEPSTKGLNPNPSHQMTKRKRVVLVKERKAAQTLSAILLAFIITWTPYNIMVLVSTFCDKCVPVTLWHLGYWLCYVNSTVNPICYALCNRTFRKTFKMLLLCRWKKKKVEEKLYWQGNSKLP
CRFR2-BP antag: antagonists of CRF-binding protein/CRF-R2 receptor complex; HEK293 CRF-R2/CRF-BP, CRF-induced calcium fluorescence; inhibition, % at 11.8 µM; hit rate 0.59% among 350,000; AID 588475;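 active = inhibition of the ligand-induced calcium signal above about 50% at the single tested concentration, limit read from the data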
CHRM5 agonist: agonists of human muscarinic M5 receptor (CHRM5) | activation, % at 3 µM | AID 624037 | hit rate 0.19% among 360,000 | P08912 | CHO-K1 hM5 cells, Fluo-8 calcium fluorescence; 0% DMSO wells, 100% maximal acetylcholine response;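 active = activation above the run's mean over test compounds plus 3 SD, cut at about 23% in these data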;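 also: signal is peak over basal fluorescence ratio across the kinetic read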
TAAR1 agonist: agonists of human TAAR1. Q96RJ0. CHO RD-HGA16 TAAR1, Fluo-8 calcium fluorescence; vehicle wells 0%, saturating PEA agonist 100%. activation, % at 3 µM. hit rate 0.99% among 360,000;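 active = activation above the mean activation of all test compounds in the run plus 3 SD, cut at about 38% in these data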
Target sequence (Q96RJ0 whole entry, looked up): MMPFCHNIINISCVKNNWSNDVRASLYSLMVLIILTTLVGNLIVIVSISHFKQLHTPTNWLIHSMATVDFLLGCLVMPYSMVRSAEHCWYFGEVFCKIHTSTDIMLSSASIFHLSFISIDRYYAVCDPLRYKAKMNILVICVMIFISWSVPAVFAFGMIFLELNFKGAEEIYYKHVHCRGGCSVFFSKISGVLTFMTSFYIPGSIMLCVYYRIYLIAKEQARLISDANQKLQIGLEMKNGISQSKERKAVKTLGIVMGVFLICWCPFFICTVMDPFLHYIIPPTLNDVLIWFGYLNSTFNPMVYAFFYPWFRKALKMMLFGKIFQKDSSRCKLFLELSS
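System: CHO RD-HGA16 cells carrying human TAAR1 plus Gα16; Incubation: 17-24 h seeding, 75 min 37 °C dye, 30 min RT; Measured by: Fluo-8 fluorescence, 5 s baseline then 140 s kinetic read; Control set: DMSO and PEA EC100; Replication: single well for each compound.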
TAAR1 antagonist: human TAAR1 antagonism. Q96RJ0. CHO RD-HGA16 TAAR1, Fluo-8 calcium fluorescence, antagonist. inhibition, % at 3 µM. hit rate 1.5% among 360,000. AID 624466;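 active = inhibition above a per-plate cutoff, the mean inhibition of test compounds on that plate plus 3 SD, cut at about 49% in these data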;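 also: 0% = DMSO plus EC80 beta-PEA response and 100% = DMSO alone without agonist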
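Test system – hTAAR1-expressing CHO RD-HGA16 cells, Gα16-coupled · Also added – β-PEA at EC80 concentration, post-compound challenge · Compound – 3 µM, single point · Incubation – dye loading 75 min at 37 °C, then 30 min room temperature · Measured by – Fluo-8 intracellular calcium dye fluorescence, real-time kinetic reads · Benchmarks – vehicle and agonist controls · Replicates – singlicate, one well per test compound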
M1 PAM parental: counter-screen for M1 PAMs: effect in parental CHO-K1 cells; ATP EC20, Fluo-8 calcium fluorescence; 0% at ATP EC20, 100% at ATP max; AID 602247; hit rate 0.02% among 360,000; activation, % at 3 µM;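 active = activation above the run cutoff, the mean activation of all test compounds plus 3 SD, cut at about 40% in these data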;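 also: peak over basal fluorescence ratio in a 140 s read after ATP addition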
M4 PAM: positive allosteric modulators of human muscarinic M4 receptor; P08173; CHO-K1 hM4/Gqi5, Fluo-8 calcium fluorescence, ACh EC20; 0% = ACh EC20, 100% = maximal ACh; activation, % at 3 µM; hit rate 0.4% among 360,000; AID 624126;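 active = activation above its plate's cutoff, the mean activation of sample wells plus 3 SD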; also: some results filed as inactive read as strong as hits
M5 PAM: positive allosteric modulators of human muscarinic M5 receptor; activation, % at 3 µM; AID 624038; hit rate 0.3% among 360,000; CHO-K1 hM5, Fluo-8 calcium, ACh EC20 PAM; 0% = ACh EC20, 100% = ACh EC100;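 active = activation above the run cutoff, the mean activation of all test compounds plus 3 SD, cut at about 18% in these data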
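Replicates: One well per compound, no replicates | System: Human M5 receptor in CHO-K1 cells | Benchmarks: Low control EC20 acetylcholine (0%), high control EC100 acetylcholine (100%) | Probe or stimulus: Acetylcholine, EC20 level | Times: Fluo-8 loading 80 min at 37 °C plus 30 min room temperature | Signal: Intracellular calcium via Fluo-8 fluorescence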
CRFBP-R2 agonist: agonists of human CRF-binding protein/CRF-R2 receptor complex; hit rate 0.46% among 350,000; HEK293 CRF-R2/CRF-BP, calcium dye fluorescence (FLIPR); percent of saturating CRF peptide response; activation, % at 13.2 µM;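 active = activation of at least 50%, plus an integration ratio under a set limit after plate pattern correction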;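 also: plate controls were neutral control wells without compound for no effect and CRF at EC100 for full effect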
* = called active by the depositor; nt = no result given.

No.	canonical_smiles	M5 antag	CRFR2-BP antag	CHRM5 agonist	TAAR1 agonist	TAAR1 antagonist	M1 PAM parental	M4 PAM	M5 PAM	CRFBP-R2 agonist
1	COc1ccc(-c2cc(C(=O)Nc3ccc(S(=O)(=O)Nc4onc(C)c4C)cc3)c3ccccc3n2)cc1OC	7.3	8.1	-1.7	-0.5	-4.0	-20.6	11.9	3.1	0.4
2	COc1ccc(N(C)S(=O)(=O)c2cccc(C(=O)Nc3nnc(C)s3)c2)cc1	8.7	-18.6	3.7	0.6	-8.8	-4.7	3.7	2.8	-0.1
3	COc1cc2sc3cc(NCc4ccc(C)o4)ccc3c(=O)c2cc1OC	-1.6	-10.8	0.8	0.7	17.4	5.5	5.7	0.9	-2.5
4	CN(C)c1ccc(/C=C(\NC(=O)c2ccccc2)C(=O)NCCCN2CCOCC2)cc1	6.8	-0.3	-2.5	0.3	3.0	31.9	0.8	0.5	6.3
5	Cn1cc(S(=O)(=O)N2CCCC2)cc1C(=O)N1CCN(c2ccccc2)CC1	8.1	25.9	2.9	1.7	-30.5	-6.1	-3.3	-3.5	-1.8
6	CCOc1cc(N2CCOCC2)c(OCC)cc1NC(C)C(=O)N1CCC(C)CC1 (centres undefined)	-5.1	29.1	1.1	0.1	-3.7	29.5	20.1	11.1	0.9
7	Cc1ccc(N=CC=C2OC(C)(C)C(C)(C)O2)cc1	-5.9	1.4	-0.6	0.5	-10.0	13.2	2.6	0.5	-3.2
8	Cc1ccc(OCC(=O)N/N=C\c2cn(C)c3ccccc23)c([N+](=O)[O-])c1	0.7	-3.1	1.1	3.3	0.6	13.4	-1.9	-9.1	0.1
9	CC1(C)CC(CCNC(=O)c2ccco2)CC(C)(C)N1	7.7	8.8	1.0	4.3	22.3	7.9	-1.9	-5.9	-1.4
10	c1cncc(CNc2ncn[nH]2)c1	0.9	-12.6	-0.5	-1.0	-0.1	-8.6	-2.0	5.8	1.1
11	COc1cc(CC(NC(C)=O)C(=O)NC2CCN(S(=O)(=O)c3ccc(NC(C)=O)cc3)CC2)cc(OC)c1 (centres undefined)	7.1	-0.2	-2.2	2.1	-24.5	-8.4	-5.6	1.9	-0.1
12	CC(C)(C)c1cc(NC(=O)c2c(F)cccc2Cl)n(-c2ccccc2)n1	17.5	0.2	-3.3	-1.5	0.6	10.4	-4.8	-6.6	-1.1
13	CCN(c1ccc(OC)cc1)S(=O)(=O)c1cc(-c2cc(C)no2)ccc1OC	-22.3	13.2	-1.4	0.5	-11.0	13.9	-2.7	-0.1	-0.4
14	CCOc1cc(/C=N/NC(=O)CSc2nncn2C)ccc1OC(=O)c1ccc(Cl)cc1	0.8	-18.9	-3.0	6.5	9.9	-9.2	-6.6	-2.7	1.6
15	Cc1cccc(C)c1NC(=O)CNc1ncnc2sc(C)c(C)c12	-6.0	-2.9	2.8	30.9	25.3	14.1	-3.5	-1.9	-0.1
16	CN(CC(=O)Nc1cccc(F)c1)C(=O)c1cccnc1Sc1ccccc1Cl	-6.7	-11.3	0.6	5.0	-24.2	6.2	6.2	-5.0	0.5
17	COc1ccc(N(C)C(=O)c2cc3c(s2)-c2c(C)cccc2OC3)c(OC)c1	-0.5	6.2	-0.5	4.6	-6.9	7.7	-19.3	3.1	-0.3
18	O=C(NCCC1CCCCN1S(=O)(=O)c1cccs1)C(=O)Nc1ccc(F)cc1 (centres undefined)	-2.2	-7.4	2.1	0.2	15.4	12.4	11.6	5.4	0.8
19	COc1ccc(CNC(=O)CN(C)S(=O)(=O)c2ccc3c(c2)c(=O)n(C)c(=O)n3C)cc1	4.9	-16.7	-4.0	0.3	-6.3	-3.3	-2.7	-6.8	-0.3
20	COc1ccc2ccc3c(c2c1)N=CC1(O3)N(C)c2ccccc2C1(C)C (centres undefined)	3.8	36.6	3.3	nt	nt	1.3	-1.4	-6.7	1.4
21	CC(C)NC(=O)Cn1nnc(-c2ccc(Cl)cc2)n1	-1.6	10.6	-0.6	0.3	-19.8	9.1	-8.3	2.9	-3.5
22	COc1ccc(NC(=O)C2=CC(c3ccc(OC)cc3)=NS(=O)(=O)N2C)cc1	-0.6	18.6	5.2	4.9	22.5	11.9	-4.4	-9.5	0.3
23	CCOC(=O)C1=C(C)N(C[C@@H]2CC[C@@H](Cc3ccc4cc(OC)ccc4c3)O2)C(=O)NC1c1ccccc1 (some centres undefined)	-1.1	-7.5	-1.1	2.6	-19.4	21.1	-3.7	-0.2	2.4
24	CCCCNC(=S)N(CCCN(C)C)Cc1cc2cc3c(cc2[nH]c1=O)OCO3	-1.6	-1.8	-4.9	2.7	-17.8	7.3	7.9	2.8	1.7
25	CCCOc1ccc(C(=O)C(c2ccccc2)N2CCOCC2)cc1 (centres undefined)	5.8	12.4	-3.0	19.0	-17.7	-3.2	-0.1	4.0	-0.5
26	CCCCN(C(=O)c1ccc(NC2CC2)c([N+](=O)[O-])c1)c1c(N)n(CC(C)C)c(=O)[nH]c1=O	6.4	-1.7	2.0	-3.1	2.5	-8.0	5.8	-7.1	-0.3
27	CC(=O)Nc1ccn(-c2ccccc2)n1	-11.8	6.2	-1.4	1.8	-4.1	14.6	6.4	6.4	-1.0
28	Fc1ccc(-c2noc(-c3ccc4c(c3)CCO4)n2)cc1	11.2	16.5	-4.1	0.5	-22.6	-1.8	2.4	-4.6	-1.3
29	COc1cccc(C(=O)c2cn(CC(=O)NCc3ccco3)c3nc(C)ccc3c2=O)c1	3.7	5.3	-1.6	1.3	-71.8	6.2	-1.6	-1.2	-0.6
30	CCCCCCCCN1C(=O)[C@H](CC(=O)NCc2cccs2)C[C@@]2(C(=O)OCC)CCCC=C12	7.0	nt	-2.1	4.2	30.5	0.6	-4.3	-7.5	nt
31	CC(=O)Nc1ccc(S(=O)(=O)N2CCN(Cc3ccncc3)CC2)cc1	13.4	11.2	-7.9	3.5	-2.6	3.3	-5.7	-9.7	0.6
32	Cc1ccc2nc3c(nc2c1C)C(O)=C3O	-12.5	-0.1	2.5	0.5	-11.2	12.0	5.9	7.7	-1.4
33	Cc1ccc(S(=O)(=O)N2CCCOC2)cc1	7.8	5.5	0.3	20.5	-6.6	-13.7	-6.4	-5.7	-1.1
34	CCCCc1nc(SCC(=O)Nc2nnc(C(C)C)s2)n[nH]1	7.2	14.4	-3.1	1.9	-25.2	-0.7	0.9	-3.7	0.2
35	CC(=O)c1c(C)[nH]c(C(=O)OCC(=O)N2CCN(S(=O)(=O)c3ccc(C)cc3)CC2)c1C	-2.1	12.0	2.2	16.1	9.0	-12.2	-0.9	-3.2	-0.9
36	Cc1cccc(NC(=O)c2cc(Cl)nc3ccccc23)n1	8.8	1.4	-2.0	1.4	17.6	18.4	2.4	1.5	-0.2
37	O=C(c1cnc(N2CCN(c3ncccn3)CC2)c2ccccc12)N1CCN(c2ccccn2)CC1	12.6	20.5	0.6	18.1	61.0*	-5.1	-10.6	-19.7	-2.2
38	O=C1/C(=C/c2cccs2)SC(=S)N1c1ccccc1	-3.7	-6.6	0.3	9.7	-5.5	13.2	-1.7	0.3	-0.4
39	Cc1cccc(NS(=O)(=O)c2nnc(NC(=O)C3CCCCC3)s2)c1	-2.6	-40.6	0.1	-1.0	-4.1	23.0	2.2	4.9	1.0
40	CCC(CC)NC(=O)c1cccc([N+](=O)[O-])c1C	7.8	-1.6	-0.2	1.5	-4.5	-5.4	-3.7	-5.4	-1.4

Entries by screen from above:
CHRM5 agonist, compounds 26 to 34: 2.0, -1.4, -4.1, -1.6, -2.1, -7.9, 2.5, 0.3, -3.1
M4 PAM, compounds 26 to 34: 5.8, 6.4, 2.4, -1.6, -4.3, -5.7, 5.9, -6.4, 0.9

More compounds
No.	canonical_smiles	M5 antag	CRFR2-BP antag	CHRM5 agonist	TAAR1 agonist	TAAR1 antagonist	M1 PAM parental	M4 PAM	M5 PAM	CRFBP-R2 agonist
41	Cc1ccc(NC(=O)N2CCN(C(=O)C3CCCO3)CC2)cc1 (centres undefined)	5.0	-7.3	-2.6	0.8	-3.6	-1.0	9.4	3.1	-0.3
42	CC(=O)c1c(C)nn(CCC(=O)O)c1C	-2.2	-11.2	-0.8	-1.4	6.9	15.6	8.1	3.7	-1.5
43	COc1ccc(CC(=O)N2CC(=O)N(CCc3ccccc3)C(=O)C2)cc1	-9.7	-2.3	0.4	12.7	-0.1	0.1	0.6	-4.1	-0.9
44	O=C(NCc1ccco1)C(=O)NCC1OCCCN1S(=O)(=O)c1ccccc1 (centres undefined)	-6.2	8.2	-2.5	-0.3	-2.5	19.2	0.2	3.7	-0.4
45	CCOc1ccc(NC(=O)CS(=O)(=O)c2cn(CC)c3ccccc23)cc1	-0.7	3.7	-2.2	0.9	4.2	9.6	4.4	-12.5	1.5
46	O=C(CN1C(=O)CSc2ccc(S(=O)(=O)N3CCOCC3)cc21)NCCCN1CCOCC1	3.4	-1.3	-0.2	3.3	7.1	-7.6	0.2	-0.5	-1.2
47	CCc1ccc(OCC(=O)Nc2ccc(S(=O)(=O)Nc3cc(C)on3)cc2)c(Br)c1	1.3	26.2	-2.5	-1.7	35.6	-0.4	3.8	0.7	-13.9
48	C/C(CCc1oc2ccc(Cl)cc2c1-c1ccc(C)o1)=N\O	-7.5	3.2	-10.6	-0.1	-18.0	11.1	-0.8	-5.9	-0.2
49	O=C(Nc1cccc([N+](=O)[O-])c1)c1ccc(N2CCCC2=O)cc1	0.5	1.0	-3.5	3.9	16.9	11.9	-0.1	-2.5	-0.4
50	O=C(NN1CCOCC1)NC12CC3CC(CC(C3)C1)C2	22.8	-22.3	1.2	0.2	-18.8	1.4	-10.9	-18.0	3.9
51	COc1ccc(N2CCN(C(CNC(=O)C(=O)NCCCn3ccnc3)c3cccnc3)CC2)cc1 (centres undefined)	-11.7	9.5	-0.2	0.2	3.3	13.2	-1.0	7.5	0.7
52	COc1ccccc1N1C(=O)c2ccc(C(=O)Nc3ccc(F)cc3)cc2C1=O	2.0	-0.2	5.2	7.4	3.1	-0.8	-0.6	-2.3	-1.2
53	COc1ccc(OC)c(NC(=O)C2CCCN2C(=O)NC2CCCCC2)c1 (centres undefined)	2.3	4.0	-3.0	3.2	-30.6	-7.6	-1.4	-2.7	-0.1
54	Cc1cccc(C)c1NC(=O)COC(=O)CSc1nnc(N)s1	8.2	5.2	-3.5	2.7	-5.1	8.2	-0.2	-5.3	5.2
55	C/C(=N\NC(=O)CN(c1ccc(Oc2ccccc2)cc1)S(C)(=O)=O)C(C)(C)C	0.7	-29.9	-0.9	0.1	-14.7	14.2	-1.2	0.3	1.2
56	COc1cc(OC)cc(-c2nc(=S)n3ccsc3n2)c1	3.8	5.1	0.9	2.6	-16.9	16.5	6.2	1.7	0.6
